Dicer processing = blocks human Dicer maturation of pre-miR-21 | cat-ELCCA pre-miR-21 Dicer processing, chemiluminescence; stronger effect = higher value | AID 1347074 | 47,000 compounds, 6% hits | z-score at 25 µM | Q9UPY3; in the data active = z-score above about 3, passing the limit was not always enough;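 note: plate controls were vehicle for no effect and no enzyme for full effect; higher signal means more uncleaved substrate so more Dicer inhibition; strong numbers were not always called active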
Target sequence (Q9UPY3 whole entry, looked up): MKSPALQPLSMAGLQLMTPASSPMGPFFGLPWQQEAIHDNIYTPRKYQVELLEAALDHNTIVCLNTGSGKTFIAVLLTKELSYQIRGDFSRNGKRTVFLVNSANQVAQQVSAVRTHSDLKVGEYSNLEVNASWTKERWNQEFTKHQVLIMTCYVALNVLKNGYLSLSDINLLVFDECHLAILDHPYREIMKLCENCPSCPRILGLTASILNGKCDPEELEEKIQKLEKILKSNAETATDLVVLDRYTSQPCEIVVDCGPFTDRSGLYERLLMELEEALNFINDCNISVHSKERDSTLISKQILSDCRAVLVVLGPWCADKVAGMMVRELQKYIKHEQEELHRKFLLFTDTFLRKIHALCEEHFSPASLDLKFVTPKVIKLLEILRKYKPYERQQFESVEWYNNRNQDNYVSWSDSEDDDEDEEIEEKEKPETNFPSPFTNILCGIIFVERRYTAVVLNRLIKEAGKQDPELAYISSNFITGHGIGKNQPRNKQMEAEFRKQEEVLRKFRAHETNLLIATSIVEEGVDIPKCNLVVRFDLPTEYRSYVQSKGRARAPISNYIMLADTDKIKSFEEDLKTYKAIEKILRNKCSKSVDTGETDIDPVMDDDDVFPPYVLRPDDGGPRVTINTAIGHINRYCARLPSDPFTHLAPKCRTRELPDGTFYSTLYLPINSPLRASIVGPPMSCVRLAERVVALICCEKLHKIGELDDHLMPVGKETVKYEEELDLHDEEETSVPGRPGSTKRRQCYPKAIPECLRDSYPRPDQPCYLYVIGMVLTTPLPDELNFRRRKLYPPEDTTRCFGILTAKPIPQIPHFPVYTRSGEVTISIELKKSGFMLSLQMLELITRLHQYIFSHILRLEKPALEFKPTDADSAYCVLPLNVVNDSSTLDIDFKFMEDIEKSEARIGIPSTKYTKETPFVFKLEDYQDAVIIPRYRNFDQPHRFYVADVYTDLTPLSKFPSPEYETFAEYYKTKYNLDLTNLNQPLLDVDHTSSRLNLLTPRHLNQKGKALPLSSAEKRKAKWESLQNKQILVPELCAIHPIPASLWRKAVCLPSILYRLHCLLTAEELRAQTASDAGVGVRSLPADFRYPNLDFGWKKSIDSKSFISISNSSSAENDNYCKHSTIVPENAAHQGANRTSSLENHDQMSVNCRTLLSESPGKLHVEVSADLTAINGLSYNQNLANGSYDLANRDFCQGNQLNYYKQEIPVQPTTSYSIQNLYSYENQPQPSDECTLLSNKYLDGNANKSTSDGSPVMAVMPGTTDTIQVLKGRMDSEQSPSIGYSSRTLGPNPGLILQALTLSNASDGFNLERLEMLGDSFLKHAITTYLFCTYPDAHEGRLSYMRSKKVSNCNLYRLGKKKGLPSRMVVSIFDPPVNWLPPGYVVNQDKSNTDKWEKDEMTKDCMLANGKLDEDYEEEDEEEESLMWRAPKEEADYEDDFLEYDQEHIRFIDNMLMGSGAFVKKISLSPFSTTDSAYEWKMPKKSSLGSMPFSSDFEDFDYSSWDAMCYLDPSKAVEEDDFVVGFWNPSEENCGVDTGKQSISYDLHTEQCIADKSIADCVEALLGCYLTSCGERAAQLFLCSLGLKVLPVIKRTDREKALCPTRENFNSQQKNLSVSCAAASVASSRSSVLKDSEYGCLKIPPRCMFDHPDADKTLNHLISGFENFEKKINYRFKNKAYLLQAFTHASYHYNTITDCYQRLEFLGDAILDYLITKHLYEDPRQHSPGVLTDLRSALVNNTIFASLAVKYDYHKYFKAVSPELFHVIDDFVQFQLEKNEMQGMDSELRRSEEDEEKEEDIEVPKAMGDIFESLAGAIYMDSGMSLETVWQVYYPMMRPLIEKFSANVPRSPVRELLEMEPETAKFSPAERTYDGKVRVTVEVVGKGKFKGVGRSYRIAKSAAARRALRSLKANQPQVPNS
Starred values were filed as active, the others as inactive. An excerpt; count on the stated rates, not on these rows.

Start of the data: the first four records as a preview:
structure	Dicer processing
O=[N+]([O-])c1ccc(-c2cc(-c3ccccc3OCc3ccccc3)on2)cc1	0.3
Cc1ccc(CC2CC(=O)N(c3ccncc3)C2=O)cc1 (stereo not drawn)	-0.31
Fc1cccc(CN2CCN(C3CCCCC3)CC2)c1	2
COc1ccccc1NS(=O)(=O)c1ccc(Cl)s1	-0.12

Results, repeating the preview:
structure	Dicer processing
O=[N+]([O-])c1ccc(-c2cc(-c3ccccc3OCc3ccccc3)on2)cc1	0.3
Cc1ccc(CC2CC(=O)N(c3ccncc3)C2=O)cc1 (stereo not drawn)	-0.31
Fc1cccc(CN2CCN(C3CCCCC3)CC2)c1	2
COc1ccccc1NS(=O)(=O)c1ccc(Cl)s1	-0.12
O=C(Nc1c(Br)c(C2CC2)nn1-c1ccccc1)C(Cl)(Cl)Cl	-1.2
O=c1[nH]c2cc(Cl)ccc2c(-c2ccccc2)c1Sc1ncn[nH]1	0.2
Cn1c(SCC(=O)c2ccccc2)nnc1-c1cc(C(C)(C)C)nn1Cc1ccc(F)cc1	0.25
COc1ccccc1C1Nc2ccccc2NC2=C1C(=O)CC(c1ccc(Cl)cc1)C2 (stereo not drawn)	4.3*
CCCn1c(-c2cccs2)n[nH]c1=O	-0.58
CC(C)(S)C(N)C(=O)O (stereo not drawn)	0.63
CCN1/C(=C\C(=S)Nc2ccccc2)Sc2ccccc21	-4.3
Cc1onc(-c2c(Cl)cccc2Cl)c1NC(=O)NN(C)C(=S)SCc1c(F)cccc1Cl	0.26
CSc1nn(-c2ccccc2)cc1-c1noc(-c2cccs2)n1	0.31
Cn1c(=O)cc(N2CCOCC2)c2c(=O)n(-c3ccccc3)c(=O)n(-c3ccccc3)c21	2.5
Cc1ccc(Nc2nnns2)cc1	2
COc1ccccc1OCCN1C(=O)C(O)(c2c(C)[nH]c3ccccc23)c2ccccc21 (stereo not drawn)	-0.38
CCOC(=O)COc1ccc(F)cc1C(=O)c1ccn2nc(-c3ccc(F)cc3)cc2n1	-4.7
COc1ccc2c(=O)c(Oc3ccc(C(C)(C)C)cc3)coc2c1	-0.3
O=C(O)Cc1cc(I)c(Oc2ccc(O)c(I)c2)c(I)c1	0.34
C=CC[n+]1ccc(/C=C2\Sc3ccccc3N2CC)cc1	-0.35
O/N=C/c1ncc(C(F)(F)F)cc1Sc1ccc(Cl)cc1	-0.53
CSc1nccc(-c2ccc(S(=O)(=O)n3nc(C)c(Br)c3C)s2)n1	-0.78
O=C(Nc1cc(Cl)ccc1O)c1cccs1	1.3
O=C(OCCCN=C1NS(=O)(=O)c2ccccc21)c1cccs1	1.4
O=C(CSc1nnc(NC2=NS(=O)(=O)c3ccccc32)s1)N1CCOCC1	0.26
CCCc1c(-c2ccc(O)cc2)nn(-c2ccc(O)cc2)c1-c1ccc(O)cc1	-0.76
COC(=O)c1c(C)oc2ccc(NS(=O)(=O)c3ccc(Br)cc3)cc12	0.56
CC1=NC(=O)CN1c1ccc(N)cc1	4*
Fc1ccc(CSc2nnnn2-c2cccc(Cl)c2)cc1	0.46
CCOC(=O)CSCc1c(C)c(C)c(C)c(C)c1C	-0.06

Reprinted from the part before: two entries; new compounds follow.
structure	Dicer processing
Fc1ccc(CSc2nnnn2-c2cccc(Cl)c2)cc1	0.46
CCOC(=O)CSCc1c(C)c(C)c(C)c(C)c1C	-0.06
CCC(CO)NC(=S)Nc1c(Cl)cccc1Cl (stereo not drawn)	0.72
N#CCCCCOc1ccc2c(=O)cc(-c3ccccc3)oc2c1	0.21
O=C(c1cc2n(n1)C(C(F)(F)F)CC(c1ccco1)N2)N1CCc2ccccc2C1 (stereo not drawn)	-0.54
Cc1ccc(Nc2nc(C(F)(F)F)cs2)cc1	0.07
CCCC(=O)Nc1ncnc2c1ncn2[C@@H]1O[C@@H]2OP(=O)(O)OC[C@H]2[C@H]1OC(=O)CCC	0.42
O=C1NCCN1CCN1C(=O)c2ccccc2NC1c1cccs1 (stereo not drawn)	-0.26
O=C(CSc1ccccn1)Nc1ccccc1Sc1nccc(C(F)(F)F)n1	-1.3
O=C(Nc1ccc(S(=O)(=O)Nc2nccs2)cc1)N1c2ccccc2Sc2ccccc21	0.25
S=C(NCCc1ccccn1)NN1C2CSC1CS2	-4.3
N#Cc1cccnc1Oc1ccc(Cl)cc1Cl	0.28
Cc1ccn2cc(-c3ccccc3)nc2c1	0.32
COc1ccc(C2SCCN2S(=O)(=O)c2ccc(C)cc2)cc1OC (stereo not drawn)	0.74
CCOC(=O)C1CCCc2sc(N)c(C#N)c21 (stereo not drawn)	-1.2
CCOC(=O)Cn1cc(Cl)c([N+](=O)[O-])n1	-0.04
COc1ccc(Cc2nc3c4c5c(sc4ncn3n2)CCCCC5)cc1OC	-3.9
Oc1ccccc1N=Nc1c(O)ccc2ccccc12	10
COC(=O)C(O)(NC(=O)c1ccccc1)C(F)(F)F (stereo not drawn)	0.09
COC(=O)Nc1nc2ccc(C(=O)c3ccc(F)cc3)cc2[nH]1	144
CSc1nnc2c(n1)OC(C(=O)c1ccccc1)Nc1ccccc1-2 (stereo not drawn)	0.97
Cc1ccc2oc3c(c(=O)c2c1)C(c1ccccc1F)N(c1ccccn1)C3=O (stereo not drawn)	3.3*
COc1cc2nc(NC(=O)c3ccc(C(C)(C)C)cc3)sc(=O)c2cc1OC	-1.2
Cc1noc(C(F)(F)F)c1-c1nc(-c2ccccc2)no1	0.88
CCN(CC)Cc1c(O)ccc2c(=O)c(-c3ccc(Cl)cc3)coc12	0.21
CCNC(=S)N/N=C/c1cc(OC)c(OC)c(OC)c1	1.6
O=C(/C=C/Sc1nc2ccccc2o1)c1ccc(Cl)cc1	2.4
OCCn1c(-c2ccc(Br)cc2)cn2c3ccccc3nc12	-0.4
O=[N+]([O-])c1cc(Cl)c(-n2cccc2)cc1Oc1ccc(Cl)cc1	0.95
O=C(O)c1cccnc1C(=O)O	0.65
CCOc1cc(C2NC(C(=O)O)CS2)ccc1OCc1cccc(C)c1 (stereo not drawn)	-0.83
N#Cc1c(-c2ccco2)nc(SCC(=O)Nc2ccccc2Cl)[nH]c1=O	2.2

(continued)
structure	Dicer processing
CCOC(=O)c1cnc(C(F)(F)F)nc1NNC(=O)c1ccc(C)cc1	2.2
CC(C)COC(=O)Cn1nnc2sc3c(c2c1=O)CCC(C)C3 (stereo not drawn)	3
O=C(CNc1cccc(Cl)c1)c1ccc(Cl)cc1	-0.87
CC1=C(C(=O)OC(C)C)C(c2ccccc2Cl)C2=C(CC(c3cccs3)CC2=O)N1 (stereo not drawn)	2.7
CSc1nnc(SCc2csc(-c3ccc(C(F)(F)F)cc3)n2)s1	0
O=S(=O)(NCCN1CCOCC1)c1ccc(F)cc1	1
C#CCOc1ccc2c(C)cc(=O)oc2c1	0.37
Cc1cc(C)n(-c2ccc(N3CCSCC3)nn2)n1	-0.47
Cc1[nH]c2ccccc2c1C1(O)C(=O)N(Cc2ccc(Cl)cc2)c2ccccc21 (stereo not drawn)	1.5
O=C(NCCCCO)OCC1c2ccccc2-c2ccccc21	-0.56
Cc1ccc(Sc2cc(N3CCOCC3)c(C)cc2[N+](=O)[O-])cc1	-1.2
Cn1c(=O)c2cn3c4ccccc4nc(-c4ccccc4)c3c2n(C)c1=O	-0.58
CCOC(=O)c1c(C)oc(-c2ccccc2)c1S(=O)(=O)N1CCN(c2ncc(C(F)(F)F)cc2Cl)CC1	-2.2
COc1ccc(C2C(C(=O)OCC(C)C)=C(C)NC3=C2C(=O)CC(c2ccccc2)C3)c(OC)c1 (stereo not drawn)	1.1
CC(=O)NN(C)c1ccc(C(F)(F)F)cc1NC(=S)Nc1cc(Cl)ccc1Cl	-0.52
Cc1ccc(C2Nc3cccc4cccc(c34)N2)cc1	3.1*
Cc1cccc(-c2noc(-c3ccco3)n2)c1	-0.24
O=C1CSC(c2cn(-c3ccccc3)nc2-c2ccccc2)N1CCO (stereo not drawn)	-0.57
CCOC(=O)c1cc(-c2ccc(Cl)s2)nn1C(C)=O	-0.22
CC(=O)[C@@]1(O)CCC2C3CC[C@@]4(C)CC(=O)CCC4(C)C3C(=O)CC21C (stereo partly drawn)	-0.11
COc1cc(/C=N/NC(=S)NC2CC3C=CC2C3)ccc1C (stereo not drawn)	2.5
NC1=NC(c2cccs2)n2c(nc3ccccc32)N1 (stereo not drawn)	0.63
COCc1nc(-c2ccc(-c3ccc(C)cc3)nc2OC)no1	0.46
Cc1c(-c2cccs2)n[nH]c(=O)c1C	-1.1
COc1ccc(OC)c(-c2noc(CSc3nc4ccccc4[nH]3)n2)c1	0.06
CSc1ccc2c(c1)N(CCC1CCCCN1C)c1ccccc1S2 (stereo not drawn)	-0.51
CCc1nn2c(N)c(C#N)cnc2c1-c1ccccc1	-1.6
CNC(=O)c1ccccc1Sc1cccc2ccccc12	-0.4
CCCCCCn1cnc2c1c(=O)[nH]c(=O)n2C	2.2
N#C/C(=C\c1ccccc1Cl)C(N)=O	1.6

Some of these compounds in order of molecular weight, lowest first.
structure	Dicer processing
CCOC(=O)c1cc(-c2ccc(Cl)s2)nn1C(C)=O	-0.22
CCOC(=O)c1cnc(C(F)(F)F)nc1NNC(=O)c1ccc(C)cc1	2.2
CCOC(=O)c1c(C)oc(-c2ccccc2)c1S(=O)(=O)N1CCN(c2ncc(C(F)(F)F)cc2Cl)CC1	-2.2

Following part:
structure	Dicer processing
FC(F)(F)c1cc(-c2ccc(Cl)cc2)nc2cc(C3CC3)nn12	-0.53
CCCSc1nnc2nc(C)cc(C)n12	0.13
Cc1cccn2cc(-c3ccc(NS(=O)(=O)c4ccc(Br)cc4)cc3)nc12	7.9*
Cc1ccc(-n2nc(C)c3c(C(F)(F)F)cc(-c4ccco4)nc32)cc1	0.87
Clc1c(Cl)c(Cl)c(-n2cccc2)c(Cl)c1Cl	0.62
Cc1cc(C)c2c(n1)sc1c(=O)n(Cc3ccc(F)cc3)cnc12	-0.86
CCN(CC)c1ccc2cc(C(=O)c3cc4ccc(N(CC)CC)cc4oc3=O)c(=O)oc2c1	-0.96
CN(C)c1ccc(C(=S)c2ccc(N(C)C)cc2)cc1	0.42
Cc1c(NC(=O)C2CCCCC2)cccc1[N+](=O)[O-]	-1.1
Cc1cccc(Cn2nc(C(C)(C)C)cc2C(=O)NNC(=S)NC2CCCCC2)c1	-2.8
O=C(O)c1nccnc1C(=O)NC(c1ccccc1)c1ccccc1	2.1
Cn1c(=O)c2c(nc(OCc3ccccc3Cl)n2Cc2ccc(Cl)cc2)n(C)c1=O	-0.14
Cc1ccc([N+](=O)[O-])cc1S(=O)(=O)O/N=C(\N)CS(=O)(=O)c1ccccc1	-1.3
Clc1ccc(CNCc2cccnc2)cc1	1.4
O=C(O)CCCc1c[nH]c2ccccc12	0.68
CCCCCC(C)n1[nH]c(=O)c2c(C)cc(=O)[nH]c21 (stereo not drawn)	-5.1
COC(=O)C(CCSC)NS(=O)(=O)c1cc(C(F)(F)F)cc(C(F)(F)F)c1 (stereo not drawn)	4.8*
COC(=O)[C@H]1[C@H]2C[C@H]3c4[nH]c5ccccc5c4CCN3C[C@H]2CC[C@@H]1O	-0.25
O=C1c2ccccc2C(=O)C1c1ccc(Br)cc1	-1.5
CC(O)CNc1ccc(C(F)(F)F)cc1[N+](=O)[O-] (stereo not drawn)	-0.15
Clc1ccc(OCc2nn3c(Cc4ccccc4)nnc3s2)cc1	-1.8
CCOC(=O)c1cnc(Nc2nc(C(C)(C)C)cs2)nc1C	1.7
CC(C#N)(Nc1ccccc1)c1ccc(F)cc1 (stereo not drawn)	-0.21
COC(=O)C1=C(C(=O)c2ccccc2)C(c2ccccc2OC)n2nnnc2N1 (stereo not drawn)	0.01
CC(C)(C)c1cc(C(F)(F)F)nc(SCCCNC(=O)c2ccco2)n1	1
S=C1NCN(CCCn2ccnc2)CN1	-0.52
CCOC(=O)c1c(C)nc2c(c1-c1ccc(C)cc1)C(=O)c1ccccc1-2	-1.4
O=C(CCSc1nc(-c2ccco2)cc(C(F)(F)F)n1)Nc1ccccc1	-0.26
O=C(O)C1C2CCC(O2)C1C(=O)NCc1ccco1 (stereo not drawn)	0.17
CC(=O)Cn1cnc2sc(-c3ccccc3)cc2c1=O	-5

Continued.
structure	Dicer processing
Cc1ccc(O)c(C2Nc3c(C)cccc3-c3cc(C)nn32)c1 (stereo not drawn)	5.7*
Nc1ncc(-c2nnnn2-c2ccc(Br)cc2)c(-c2ccccc2)n1	-0.98
Nc1cccc2c(S(=O)(=O)N3CCOCC3)cccc12	-2.6
CCCCNc1nc2cccnc2s1	-0.28
CCOC(=O)C(Sc1cc(-c2ccccc2)nc2ncnn12)C(C)=O (stereo not drawn)	-3.5
N#Cc1c(=O)[nH]c(O)c2c(=N)oc3ccc(Cl)cc3c12	-0.2
Cc1noc(-c2ccc(C(F)(F)F)cc2)c1NC(=O)Nc1ccc(Cl)cc1	0.17
CC(=O)C1C(=O)CC(c2ccc(Cl)cc2)CC1=O (stereo not drawn)	4.1
CC(C)NC(=S)NCCc1ccncc1	-0.3
Cc1cc(=O)n2[nH]c(-c3ccc(Cl)cc3)nc2n1	6.5
Cc1ccc(CNC(=S)NCCO)cc1	-0.32
O=C(Nc1ccccc1)Nc1ccc(Cl)cc1SCc1ccccc1	-0.38
CC1(C)NC(=O)N(c2ccc([N+](=O)[O-])c(C(F)(F)F)c2)C1=O	-0.22
CSc1nc(N/C=C2\C(=O)c3sccc3N(C)S2(=O)=O)nc(C2CC2)n1	0.14
CC12CN3CC(C)(CN(C1)C3c1ccc(O)cc1O)C2 (stereo not drawn)	2.6
CC1=C(C(=O)OCC2CCCO2)C(c2ccc(F)cc2)C2=C(CC(c3cccs3)CC2=O)N1 (stereo not drawn)	0.61

Screening results: PubChem, Center for Chemical Genomics, University of Michigan
